# Runt-CBFb FRET: inhibitors of RUNX1 Runt–CBFb binding, primary screen, biochemical, FRET, Cerulean-Runt, Venus-CBFb, uHTS; Runt-related transcription factor 1 (Homo sapiens) + Core-binding factor subunit beta …; Cerulean-Runt/Venus-CBFb FRET ratio 530/480, 1 h; inhibition, % at 20 µM; 220,000 tested, 0.46% active; AID 1496, 2009;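 active = inhibition over about 50% at 20 µM in the single-dose screen, limit read from the data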;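 also: 0% = DMSO wells and 100% = excess unlabeled CBFb competitor control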
# Target sequence (Q01196 whole entry, looked up): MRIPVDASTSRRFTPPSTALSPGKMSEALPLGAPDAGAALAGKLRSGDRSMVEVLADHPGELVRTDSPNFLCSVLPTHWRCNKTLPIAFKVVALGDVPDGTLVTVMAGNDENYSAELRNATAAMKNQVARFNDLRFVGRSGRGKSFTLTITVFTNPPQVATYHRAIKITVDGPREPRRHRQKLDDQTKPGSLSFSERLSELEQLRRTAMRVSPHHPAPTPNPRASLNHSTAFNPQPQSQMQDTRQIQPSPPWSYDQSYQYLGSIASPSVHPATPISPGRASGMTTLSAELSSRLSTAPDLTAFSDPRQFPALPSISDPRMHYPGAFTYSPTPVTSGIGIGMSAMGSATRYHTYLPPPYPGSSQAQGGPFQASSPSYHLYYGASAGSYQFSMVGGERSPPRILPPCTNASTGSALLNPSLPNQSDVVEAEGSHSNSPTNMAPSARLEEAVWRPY
# Target sequence (Q13951 whole entry, looked up): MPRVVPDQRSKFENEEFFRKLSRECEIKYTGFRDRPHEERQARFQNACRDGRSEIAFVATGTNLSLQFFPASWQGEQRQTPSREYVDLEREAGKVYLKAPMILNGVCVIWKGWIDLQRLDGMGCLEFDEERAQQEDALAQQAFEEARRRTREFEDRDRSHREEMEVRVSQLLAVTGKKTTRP
#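 Doses: 20 µM compound in 1% DMSO | Material: Cerulean-labeled Runt domain protein | Amount: Each fluorescent fusion protein 100 nM | Schedule: Two 1 h room-temperature incubations shielded from light | Measured by: FRET fluorescence | Evaluation: Loss of energy transfer signal | Controls: Unlabeled CBFb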
# p47phox inh: p47phox/p22phox peptide binding inhibitors, primary screen, biochemical, uHTS, NADPH oxidase regulatory subunit; inhibition, % at 24.7 µM; 220,000 tested, 0.53% active; Neutrophil cytosol factor 1 (Homo sapiens), P14598; fluorescence polarization, 2 h;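 active = inhibition above about 30%, limit read from the data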;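 also: 0% = p47phox with labelled peptide and 100% = labelled peptide alone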
# Target sequence (P14598 whole entry, looked up): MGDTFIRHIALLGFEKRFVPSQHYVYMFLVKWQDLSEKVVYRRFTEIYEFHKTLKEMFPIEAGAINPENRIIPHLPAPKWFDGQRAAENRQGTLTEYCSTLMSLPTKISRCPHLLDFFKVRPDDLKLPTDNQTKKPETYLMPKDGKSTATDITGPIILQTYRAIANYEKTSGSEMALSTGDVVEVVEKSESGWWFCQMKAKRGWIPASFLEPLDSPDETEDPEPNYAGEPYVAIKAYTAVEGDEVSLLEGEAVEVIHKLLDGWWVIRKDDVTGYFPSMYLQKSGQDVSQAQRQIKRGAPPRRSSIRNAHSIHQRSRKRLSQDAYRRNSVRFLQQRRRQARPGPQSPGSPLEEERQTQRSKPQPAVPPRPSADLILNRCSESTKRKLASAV
# TbHK1 inh: Trypanosoma brucei hexokinase 1 inhibitors, primary screen, biochemical, G6PDH-coupled NADH absorbance, MLSCN library; recombinant TbHK1, G6PDH-coupled NADH A340; inhibition, % at 10 µM; 220,000 tested, 0.11% active; AID 1430, 2008;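 active = inhibition of 50% or more in the single-dose primary screen; inactive = inhibition below 50%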
# L929 necroptosis: inhibitors of zVAD-triggered necroptosis, primary screen, L929 cells; viability rescue, % at 10 µM; L929 zVAD necroptosis rescue, ATP luminescence, 24 h; with zVAD 60 µM; 220,000 tested, 0.38% active;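 active = activation, scaled between plate controls, above about 75%, limit read from the data; inactive = activation under that limit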;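 also: 0% = zVAD with DMSO and 100% = DMSO alone without zVAD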
# Mdm2 ligase inh: MDM2-luciferase reporter signal enhancers, primary screen, MDM2 E3 ligase inhibitor project, cell-based, luminescence, 1536-well; E3 ubiquitin-protein ligase Mdm2 (Homo sapiens), Q00987; cell-based MDM2 ubiquitination luciferase reporter, 2 h; 0 = plate control, 100 = twice control, blank-subtracted; signal enhancement, % at 5 µM; 210,000 tested, 0.11% active;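 active = signal enhancement of 30% or more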;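 also: luminescence tracks abundance of the self-degrading MDM2-luciferase fusion protein; higher signal means inhibition of MDM2 E3 ligase activity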
#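 System: stable MDM2–luciferase fusion reporter cells / Input: 2000 cells seeded into each well / Schedule: 4 h settle plus 2 h compound, 37 °C / Compound: single-point 5 µM / Buffer or medium: cells held in DMEM / Benchmarks: control and blank well means / Evaluation: percent signal gain over controls, blank-subtracted / Measured by: luciferase luminescence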
# Runt-SMMHC FRET: inhibitors of RUNX1 Runt–CBFb-SMMHC binding, primary screen, biochemical, FRET, Cerulean-Runt, Venus-CBFb-SMMHC, uHTS; Runt-related transcription factor 1 (Homo sapiens) + Core-binding factor subunit beta …; Cerulean-Runt/Venus-CBFb-SMMHC FRET ratio 530/480, 1 h; inhibition, % at 20 µM; 220,000 tested, 0.74% active; AID 1434, 2008;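 active = mean inhibition across duplicate retests at 20 µM reaching about 50%, limit read from the data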;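 also: 0% = DMSO wells and 100% = wells with excess untagged CBFb-SMMHC; inhibitors lower the FRET ratio by blocking Runt binding to CBFb-SMMHC; some results filed as inactive read as strong as hits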
# EBV gp42 block: Epstein-Barr virus gp42 inhibitors, primary screen, biochemical, uHTS, fluorescence polarization; 220,000 tested, 0.42% active; Fluorescence polarization binding assay, mP read-out; inhibition, % (tested at 21.74 µM); AID 1085, 2008; in the data active = inhibition above about 50%
# 14-3-3 Bad PPI: inhibitors of 14-3-3 zeta/Bad binding, primary screen, biochemical, TR-FRET, bovine 14-3-3 zeta; TR-FRET 14-3-3zeta/Dy647-pBad peptide displacement, 1 h; 14-3-3 protein zeta/delta (Bos taurus), P63103; 220,000 tested, 0.71% active; inhibition, % at 21.7 µM;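 active = inhibition above about 70%, limit read from the data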;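 also: 0% = full 14-3-3 plus peptide FRET controls and 100% = background without 14-3-3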
# Hck Nef HTS: inhibitors of Nef-activated human Hck kinase, primary screen, biochemical, Z-Lyte FRET, 384-well, Hck-YEEI; Tyrosine-protein kinase HCK (Homo sapiens), P08631; Recombinant Hck-YEEI plus Nef, Z-Lyte FRET kinase assay; inhibition, % at 20 µM; 220,000 tested, 0.68% active;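 active = Hck-Nef kinase inhibition above about 50%, limit read from the data; inactive = inhibition below that limit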;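 also: 0% = DMSO with Hck plus Nef and 100% = Hck alone without Nef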
# Numbers without * were called inactive; x = not tested or not shown; [ ] = dose if it differs, or a comment.
SMILES,Runt-CBFb FRET,p47phox inh,TbHK1 inh,L929 necroptosis,Mdm2 ligase inh,Runt-SMMHC FRET,EBV gp42 block,14-3-3 Bad PPI,Hck Nef HTS
CN1CCC(=NNC(=O)CN(c2ccc(Oc3ccccc3)cc2)S(C)(=O)=O)CC1,-1,-6,1,0.1,2,4,-17,3,1
COc1cc(/C=C2\C(=O)NN(c3ccc(C)cc3)C2=O)cc([N+](=O)[O-])c1O,4,-25,-12,-0.4,-12,-2,3,-3,5
Cc1ccc(C2(CCNCc3ccc(N(C)C)cc3)CCOC(C(C)C)C2)cc1 (centres undefined),-2,-8,1,9.2,-29,-2,-9,-4,3
S=C(c1ccc(-c2ccccc2)o1)N1CCCCC1,21,-9,-4,-0.1,-14,2,-8,-7,35
CN(CC(=O)Nc1ccccc1C(=O)N1CCCC1)S(=O)(=O)c1ccc(Cl)cc1,0,-5,-5,-0.3,9,1,16,-5,-2
O=C(NCC1CCCO1)c1ccc(COc2ccc(F)cc2)o1 (centres undefined),-1,-8,10,-0.3,-6,0,-27,5,0
O=C(c1cc(COc2c(F)cccc2F)on1)N1CCC(c2ccccc2Cl)C1 (centres undefined),-1,-12,-1,0.6,-15,-1,-14,-5,1
CCOC(=O)C1=C(C)Nc2nc(C)nn2C1c1ccc(OCC)c(OC)c1 (centres undefined),-1,2,-8,-0.3,1,0,-10,-4,-4
CC(C(=O)O)n1cnc2sc3c(c2c1=O)CCCC3 (centres undefined),0,10,5,-0.8,-16,1,-15,9,12
COc1ccc(S(=O)(=O)N(CC(=O)N/N=C/c2cccs2)c2ccc(C)cc2)cc1OC,2,-22,-11,0.8,9,2,-12,-9,9
CCCOc1ccc(/C=N/Nc2ccccn2)cc1OC,0,4,-30,60,-19,-2,-3,-5,21
COc1cc2[nH]c(Cl)c([N+](=O)[O-])c2cc1OC,4,-5,-38,-0.3,x,36,-7,15,22

# Of the compounds above, two contain a thiophene ring, fused or not.
SMILES,Runt-CBFb FRET,p47phox inh,TbHK1 inh,L929 necroptosis,Mdm2 ligase inh,Runt-SMMHC FRET,EBV gp42 block,14-3-3 Bad PPI,Hck Nef HTS
CC(C(=O)O)n1cnc2sc3c(c2c1=O)CCCC3 (centres undefined),0,10,5,-0.8,-16,1,-15,9,12
COc1ccc(S(=O)(=O)N(CC(=O)N/N=C/c2cccs2)c2ccc(C)cc2)cc1OC,2,-22,-11,0.8,9,2,-12,-9,9

# Copied from the list.
# In 14-3-3 Bad PPI, COc1ccc(S(=O)(=O)N(CC(=O)N/N=C/c2cccs2)c2ccc(C)cc2)cc1OC has -9
# In p47phox inh, COc1cc(/C=C2\C(=O)NN(c3ccc(C)cc3)C2=O)cc([N+](=O)[O-])c1O has -25
# In p47phox inh, Cc1ccc(C2(CCNCc3ccc(N(C)C)cc3)CCOC(C(C)C)C2)cc1 (centres undefined) has -8

# Following part.
SMILES,Runt-CBFb FRET,p47phox inh,TbHK1 inh,L929 necroptosis,Mdm2 ligase inh,Runt-SMMHC FRET,EBV gp42 block,14-3-3 Bad PPI,Hck Nef HTS
O=C(O)C1C2C=CC(C2)C1C(=O)NCc1ccccn1 (centres undefined),0,-8,-2,0.1,-23,2,-12,42,2
Cc1ccc(C)c(NC(=S)NNC(=O)c2sccc2C)c1,3,-7,-11,-0.8,-1,-1,-5,-5,3
CC(=O)c1c(O)c(C)c(-c2ccccc2)n(-c2ccccc2)c1=O,-2,-6,-10,0.0,-24,-1,-15,-10[fluorescence artefact?],0
O=C(Nc1ccc(Cl)cc1)NC1(C(=O)NCCCN2CCOCC2)CCCCC1,0,-6,8,1.0,11,0,-11,5,0
COC(=O)CSc1nc2c(c(=O)n(C)c(=O)n2C)n1CCC(C)C,2,-6,x,x,-5,-4,-16,13,x
O=C(O)CCC(=O)NNC(=O)CCCOc1ccc(Cl)cc1Cl,1,-11,-1,-0.1,-3,-1,-4,11,5
COC(=O)/C=C1\SC(N)=NC1=O,-2,-5,-19,0.0,-20,3,-10,-2,10
CCN(C(=O)c1cccs1)c1nnc(-c2ccncc2)s1,0,0,-16,0.4,-12,3,-10,9,1
Cc1nc2sc(C(=O)O)c(N)c2c2c1COC(C)(C)C2,10,2,-12,1.1,-13,22,9,x,0
Cc1nnc(SCCC(C)C)[nH]c1=O,-1,-6,1,1.3,-2,0,-33,2,-1
Cc1cc(NC(=O)CN2CCC(n3nnc4cc(C(F)(F)F)ccc43)CC2)no1,-4,-6,1,0.2,-5,0,11,0,1
CCCC(=O)Nc1cccc(C(=O)Nc2ccccc2OCC)c1,1,7,-6,0.7,-17,-3,8,-1,5

# Sorted by the number under Runt-CBFb FRET (ascending): six of the compounds above.
compound	Runt-CBFb FRET
Cc1cc(NC(=O)CN2CCC(n3nnc4cc(C(F)(F)F)ccc43)CC2)no1	-4
Cc1nnc(SCCC(C)C)[nH]c1=O	-1
O=C(O)C1C2C=CC(C2)C1C(=O)NCc1ccccn1 (centres undefined)	0
CCCC(=O)Nc1cccc(C(=O)Nc2ccccc2OCC)c1	1
Cc1ccc(C)c(NC(=S)NNC(=O)c2sccc2C)c1	3
Cc1nc2sc(C(=O)O)c(N)c2c2c1COC(C)(C)C2	10

# Part of the list above, bar-delimited.
Structure | Runt-CBFb FRET | p47phox inh | TbHK1 inh | L929 necroptosis | Mdm2 ligase inh | Runt-SMMHC FRET | EBV gp42 block | 14-3-3 Bad PPI | Hck Nef HTS
COC(=O)CSc1nc2c(c(=O)n(C)c(=O)n2C)n1CCC(C)C | 2 | -6 | x | x | -5 | -4 | -16 | 13 | x
O=C(O)CCC(=O)NNC(=O)CCCOc1ccc(Cl)cc1Cl | 1 | -11 | -1 | -0.1 | -3 | -1 | -4 | 11 | 5

# Next part:
SMILES,Runt-CBFb FRET,p47phox inh,TbHK1 inh,L929 necroptosis,Mdm2 ligase inh,Runt-SMMHC FRET,EBV gp42 block,14-3-3 Bad PPI,Hck Nef HTS
Cc1c(NC(=O)CSC2=C(C#N)C(c3ccccc3F)CC(=O)N2)c(=O)n(-c2ccccc2)n1C (centres undefined),-1,-76,-13,1.3,-14,2,-17,-11[fluorescence artefact?],0
CC(C)Cn1c(N)c(C(=O)CSc2nc3ccccc3c(=O)n2CCCN2CCOCC2)c(=O)n(C)c1=O,-6,3,-6,0.6,-12,-1,0,0,-9
Cc1cc(NC(=O)CSc2nc3ccccc3n2CC(C)C)no1,0,-4,3,1.9,1,0,-4,-7,-14
CCC(C)[C@H](NC(=O)N1CCN(C)CC1)C(=O)OC (some centres undefined),1,-21,-8,0.7,-5,3,-12,-11,-1
COC(=O)C1(S(=O)(=O)C2(C(=O)OC)CCCC2)CCCC1,-1,-12,-2,0.9,-8,-91,3,-11,1
CCCCOC(=O)c1sc2nc(N3CCOCC3)c3c(c2c1N)CC(C)(C)OC3,2,-1,-26,1.8,-4,-6,-11,1,21
O=C(c1ccc2snnc2c1)N1CCSCC1,0,-12,5,1.8,-3,-1,-8,1,0
COCCCNC(=S)N1CCN(S(=O)(=O)c2ccc(OC)cc2)CC1,1,-4,1,4.5,-7,-2,-13,-10,14
CC[C@@H](C)C(NC(=O)OC(C)(C)C)c1cn([C@@H](Cc2cc3ccccc3[nH]2)C(=O)N2CCN(C(=O)OC(C)(C)C)CC2)nn1 (some centres undefined),-2,-7,-14,0.0,x,1,-9,3,0
O=C(COC(=O)[C@H](Cc1ccccc1)NC(=O)c1ccco1)NCc1ccccc1,0,-6,-8,0.3,-10,4,-9,-6,2
O=C(COC(=O)c1ccc([N+](=O)[O-])s1)Nc1ccccc1,0,-1,31,1.2,-3,1,-17,-18,1
O=C(c1ccccc1Sc1ccc([N+](=O)[O-])cc1Cl)N1CCOCC1,1,-8,-19,0.7,-17,0,7,-8,17
Cc1cc2ncn(C(=O)c3c(-c4ccccc4)noc3C)c2cc1C,0,-12,-3,0.5,-6,-1,-3,2,-1
CC(=O)NCCNC(=O)c1oc2ccccc2c1CSc1ncn[nH]1,-2,3,4,1.5,4,2,-12,-8,18
CCOC(=O)N1CCN(C(=O)CN2C(=O)CC(C)(C)S(=O)(=O)c3ccccc32)CC1,1,7,-3,0.0,-9,-2,-10,-13[fluorescence artefact?],-2
COc1ccc2occ(C(=O)c3ccccc3)c2c1,0,-1,-1,1.4,-7,-8,8,-4,-22
CCOC(=O)Cn1nnnc1C(CC)N(Cc1ccccc1)Cc1cc2cc(C)ccc2[nH]c1=O (centres undefined),-2,-2,2,-1.0,-6,3,5,4,-15
Nc1nnc(CC(=O)N/N=C/c2ccc(-c3ccccc3Cl)o2)s1,6,-9,-28,1.2,-13,5,9,-10,0
Cn1cccc2[nH]c(=O)nc1-2,1,-7,-8,-0.1,-1,2,-19,9,2
Cc1ccc(C(=O)C[n+]2ccc(-c3nnc4n3CCC4)cc2)cc1,2,-7,-2,0.8,-12,0,-10,12,2
CCC1CCC2(CC1)SCC(=O)N2c1ccccc1 (centres undefined),-1,2,-1,-0.9,-16,0,-5,-1,-1
CC(=O)Nc1cc(C(=O)OCC(=O)c2ccc(C)cc2)ccc1C,-4,0,-7,x,2,1,-1,4,3
CCOC(=O)c1ccc(NC(=O)C2CCN(S(=O)(=O)CC)CC2)cc1,-3,-10,6,-0.7,10,-4,-12,4,-13
COc1cc(CC(=O)NCCc2ccc(OCc3ccccc3)cc2)c([N+](=O)[O-])cc1OC,0,-6,-13,-0.9,-3,-6,-15,4,3

# High-throughput results (PubChem)
